Bioassay records from PubChem.
TLR9-MyD88 block – inhibitors of human TLR9-MyD88 binding; Q9NR96+Q99836; CHO BLA complementation TLR9-MyD88, CCF4 FRET ratio; inhibition, % at 4.98 µM; 0.21% of 340,000 active;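 active = inhibition above the mean over all tested compounds plus 3 SD, cut at about 21% in these data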;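 also: 0% = DMSO only wells and 100% = clavulanate BLA inhibitor control wells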
NCOA1 inh – human NCOA1 inhibition. Q15788. HEK293 GAL4-SRC1 luciferase reporter, luminescence. inhibition, % at 3.6 µM. 0.12% of 360,000 active. AID 588354;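 active = inhibition above the campaign mean plus 3 SD, with each screening campaign given its own cutoff, cut at about 60% in these data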;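 also: 0% = DMSO treated cells and 100% = gossypol at 36 µM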
NCOA3 inh – inhibitors of human steroid receptor coactivator 3 (SRC3); Q9Y6Q9; inhibition, % at 3.6 µM; 0.17% of 360,000 active; HEK293 GAL4-SRC3 luciferase reporter, luminescence;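 active = inhibition above a per-campaign cutoff, the mean of all compounds plus 3 SD, cut at about 60% in these data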;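 also: 0% = DMSO-treated cells and 100% = gossypol-treated cells at 36 µM; higher means less SRC3-driven luciferase light from the GAL4 reporter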
C8 TRAIL sens – sensitizes caspase-8 expressing cells to TRAIL; inhibition (viability loss, TRAIL sensitization), % at 10 µM; 1% of 360,000 active; NB7+C8 cells + TRAIL, ATPlite viability luminescence;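 active = compounds causing at least 50% loss of cell viability in the single-dose screen, relative to plate controls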
EBV LMP1 NFkB – Epstein-Barr LMP1 NF-kappaB reporter inhibition. inhibition, % at 12.5 µM. 0.69% of 350,000 active. LMP1-induced NF-kappaB luciferase reporter cells, luminescence; in the data active = inhibition above about 41%;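 also: 0% = neutral control wells and 100% = reference inhibitor control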
TROY NFkB inh – TROY signaling inhibition; Q293 LMP1-TROYcd NF-kB luciferase reporter, 4 h; inhibition, % at 10 µM; 0.98% of 360,000 active;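 active = compounds whose plate-normalised and pattern-corrected inhibition of the luciferase reporter signal at the single screening dose is 50% or more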
NR5A2 inv ag – inverse agonists of human LRH-1 (NR5A2). O00482. HEK293T StAR-luciferase reporter, LRH-1 transfected, 24 h. inhibition, % at 3.6 µM. 0.13% of 360,000 active;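 active = inhibition above the mean inhibition of all tested compounds plus 3 SD, cut at about 73% in these data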;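 also: 0% = DMSO wells and 100% = reporter-only cells lacking LRH-1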
Target sequence (O00482 whole entry, looked up): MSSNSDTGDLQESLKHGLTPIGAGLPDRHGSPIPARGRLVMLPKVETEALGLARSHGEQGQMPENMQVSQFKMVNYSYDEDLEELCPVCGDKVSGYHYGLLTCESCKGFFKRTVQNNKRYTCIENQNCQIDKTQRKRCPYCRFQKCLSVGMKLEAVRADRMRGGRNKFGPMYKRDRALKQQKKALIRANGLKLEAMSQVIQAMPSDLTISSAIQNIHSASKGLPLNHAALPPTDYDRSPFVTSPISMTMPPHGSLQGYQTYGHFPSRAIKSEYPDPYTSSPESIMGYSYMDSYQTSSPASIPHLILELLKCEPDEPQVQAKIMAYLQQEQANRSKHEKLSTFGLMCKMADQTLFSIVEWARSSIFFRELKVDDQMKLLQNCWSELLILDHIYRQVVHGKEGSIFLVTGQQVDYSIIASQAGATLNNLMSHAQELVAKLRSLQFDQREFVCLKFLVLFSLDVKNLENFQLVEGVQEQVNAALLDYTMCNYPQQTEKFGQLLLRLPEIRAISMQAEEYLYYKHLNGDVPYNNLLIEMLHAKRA
NCOA2 inhibitor – inhibits human steroid receptor coactivator 2 | Q15596 | HEK293 GAL4-SRC2 luciferase reporter, luminescence | inhibition, % at 9 µM | 0.17% of 370,000 active;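 active = inhibition above the mean inhibition of all tested compounds plus 3 SD, set per campaign, cut at about 52% in these data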;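 also: 0% = DMSO treated cells and 100% = cells given Gossypol at 36 µM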
TWEAK-Fn14 inh – inhibitors of TWEAK-Fn14 interaction signaling. inhibition, % at 10 µM. 2% of 360,000 active. TWEAK-stimulated Fn14 reporter cells, luciferase luminescence, 8 h. AID 1159606; in the data active = inhibition above about 50%
COUP-TFII inh – NR2F2 (human) inhibition, primary screen. inhibition, % at 8.6 µM. AID 686940. 0.7% of 370,000 active. HEK293T NGFI-A luciferase reporter, luminescence. P24468;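 active = inhibition above a per-plate cutoff, mean inhibition of test wells between control levels plus 3 SD, cut at about 38% in these data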;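 also: cells cotransfected with COUP-TFII expression vector driving the NGFI-A reporter; 0% = median of COUP-TF2 test wells and 100% = reporter-only cells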
Target sequence (P24468 whole entry, looked up): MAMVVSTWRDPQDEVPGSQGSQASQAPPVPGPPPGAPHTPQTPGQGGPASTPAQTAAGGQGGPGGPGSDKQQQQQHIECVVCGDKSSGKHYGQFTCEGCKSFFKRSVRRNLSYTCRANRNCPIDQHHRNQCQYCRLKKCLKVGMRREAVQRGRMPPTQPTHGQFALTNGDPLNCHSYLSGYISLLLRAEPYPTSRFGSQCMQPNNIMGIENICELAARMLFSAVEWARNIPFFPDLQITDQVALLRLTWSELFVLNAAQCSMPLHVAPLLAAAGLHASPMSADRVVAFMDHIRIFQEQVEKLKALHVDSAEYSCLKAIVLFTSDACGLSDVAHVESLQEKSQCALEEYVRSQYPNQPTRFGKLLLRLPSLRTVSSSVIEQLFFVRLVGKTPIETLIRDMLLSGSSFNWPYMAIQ
NOD2 RIPK2 PPI – NOD2-RIPK2 protein interaction inhibition; O43353; inhibition, % at 4.98 µM; CHO BLA complementation NOD2-RIPK2, CCF4 ratio; 0.38% of 360,000 active; in the data active = inhibition above about 21%;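 also: 0% = vehicle only and 100% = reference blocker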
Numbers without * were called inactive; · = not tested or not shown. The list is partial. The share of hits here may be higher or lower than overall.

SMILES	TLR9-MyD88 block	NCOA1 inh	NCOA3 inh	C8 TRAIL sens	EBV LMP1 NFkB	TROY NFkB inh	NR5A2 inv ag	NCOA2 inhibitor	TWEAK-Fn14 inh	COUP-TFII inh	NOD2 RIPK2 PPI
NCCCC[C@H]1CNC(=O)C(=O)N1CCCCC1CCCCC1	1	-12	-21	-6	-3	4	-3	1	3	-7	-9
N#C/C(=C\c1c[nH]c2ccccc12)C(=O)Nc1ncc(Cc2ccc(Cl)cc2Cl)s1	-10	11	-4	-30	1	19	-9	13	46	0	11
CCOC(=O)CCN	7	10	2	-23	1	5	8	16	10	-9	3
O=C(CC1NC(=O)NC1=O)NC1(C(=O)NC2CCCCC2)CCCCC1 (configuration not stated)	-2	-1	9	-3	-5	-2	-7	5	-16	6	5
Cc1c(C)n(CCc2ccccc2)c2ncnc(NN)c12	-6	-16	-6	7	0	0	-16	-51	-6	-23	5
CCCNC(=O)c1c(N)n(-c2ccc(S(N)(=O)=O)cc2)c2nc3ccccc3nc12	5	-22	0	-6	-24	6	0	-2	-7	0	-17
CCN1CCc2c(sc(NC(=S)NC(=O)c3ccccc3)c2C#N)C1	3	-43	-46	-12	-13	4	-16	-95	-7	-8	-5
COc1cc(C2CC(c3cccnc3)=NN2c2ccc(F)cc2)cc(OC)c1OC (configuration not stated)	-1	6	18	4	1	-22	-2	2	-14	-24	-10
Cc1cccc(NC2CNC(=O)NC2=O)c1 (configuration not stated)	-2	-15	3	-18	15	3	8	-36	19	-2	-1
CC1CCC2(CC1)NC(=O)N(CC(=O)NCc1cccs1)C2=O (configuration not stated)	-1	2	6	5	-2	0	-17	-5	16	14	3
N/C(=N\OC(=O)CSc1ccccc1)c1ccc([N+](=O)[O-])cc1	14	-31	-28	-4	-19	-79	-46	-63	-45	-2	6
CCSc1nnc(C)c2ccccc12	7	0	-9	-10	0	·	-8	-7	26	-2	-9
CCOc1ccc(-c2[nH]ncc2-c2ccc(Cl)cc2)c(O)c1	14	25	-2	9	3	-4	-13	-27	-1	22	16
COC(=O)CNc1nc(Cl)nc(N2CCC(C)CC2)n1	2	-4	22	-24	-2	6	-7	-4	12	5	10
CN(C)/C=C/C(=O)c1cnc2n(c1=O)CCS2	1	-11	17	-4	-9	26	-1	-36	14	10	2
CCOc1ccc(CCNC(=O)CSc2cc(=O)n(C)c3ccccc23)cc1OCC	-17	-80	-25	-2	4	4	7	-10	-6	0	-4
COC(=O)NCCOC(=O)N(O)c1ccc(Br)cc1	-1	-7	-2	5	-4	-20	8	-5	-12	3	-5
Cc1ccc(S(=O)(=O)N2CCN(C(=O)CCCOc3ccc(Cl)cc3C)CC2)cc1	-16	-25	1	19	-5	10	-10	7	-4	8	-5
S=C(Nc1ccc2nc(-c3ccccn3)c(-c3ccccn3)nc2c1)N1CCCCCC1	-7	-2	9	-1	2	3	8	12	-4	-8	4
COc1cccc(C(C)(O)c2nc(-c3ccoc3)cs2)c1 (configuration not stated)	·	7	-1	-8	·	0	41	-24	-10	-16	0
Cc1cc(C)nc(SC2CCCCC2O)n1 (configuration not stated)	5	-19	15	-26	-5	-7	-4	1	16	9	-9
COc1ccc(-c2csc(-c3ccc(O)cc3)n2)cc1	6	-62	-73	7	-5	3	-92	-50	10	-15	6
COc1ccc(S(=O)(=O)N2CCOCC2)cc1C(=O)NC1CCCCCC1	-14	-6	5	-10	-8	1	2	23	0	19	-11
Nc1nc(N2CCN(C/C=C/c3ccccc3)CC2)nc2ccccc12	-3	10	-12	-7	4	-26	3	-20	-14	-1	-3
CC1(c2ccccc2)NC(=O)N(CC(=O)Nc2ccc([N+](=O)[O-])cc2)C1=O (configuration not stated)	11	6	4	-8	-5	2	26	-11	3	14	-2

Some of the entries so far, with values under each structure:
Every second line gives: TLR9-MyD88 block, NCOA1 inh, NCOA3 inh, C8 TRAIL sens, EBV LMP1 NFkB, TROY NFkB inh, NR5A2 inv ag, NCOA2 inhibitor, TWEAK-Fn14 inh, COUP-TFII inh, NOD2 RIPK2 PPI
O=C(CC1NC(=O)NC1=O)NC1(C(=O)NC2CCCCC2)CCCCC1 (configuration not stated)
    -2, -1, 9, -3, -5, -2, -7, 5, -16, 6, 5
Cc1c(C)n(CCc2ccccc2)c2ncnc(NN)c12
    -6, -16, -6, 7, 0, 0, -16, -51, -6, -23, 5
CCCNC(=O)c1c(N)n(-c2ccc(S(N)(=O)=O)cc2)c2nc3ccccc3nc12
    5, -22, 0, -6, -24, 6, 0, -2, -7, 0, -17
CCN1CCc2c(sc(NC(=S)NC(=O)c3ccccc3)c2C#N)C1
    3, -43, -46, -12, -13, 4, -16, -95, -7, -8, -5

Other structures:
SMILES	TLR9-MyD88 block	NCOA1 inh	NCOA3 inh	C8 TRAIL sens	EBV LMP1 NFkB	TROY NFkB inh	NR5A2 inv ag	NCOA2 inhibitor	TWEAK-Fn14 inh	COUP-TFII inh	NOD2 RIPK2 PPI
O=C(NCCc1cccc(Cl)c1)c1cccc([N+](=O)[O-])c1	8	-26	-19	1	-2	-31	-44	-49	-6	-2	-5
CC(C)NC(=O)CC(=O)N/N=C/c1ccc(F)cc1	-4	1	21	-6	-4	-2	2	2	5	-2	-4
CCOC(=O)C1CCN(S(=O)(=O)c2ccc3[nH]c(=O)oc3c2)CC1	5	0	3	-19	-12	6	-5	1	3	-13	-5
O=C(CCN1C(=O)C2C3CCC(C3)C2C1=O)Nc1ccc([N+](=O)[O-])cc1 (configuration not stated)	1	-115	2	-1	-6	3	-1	12	-17	4	4
COc1ccc(CN2CCC2(C)C(=O)Nc2cnc3ccccc3c2)c2ccccc12 (configuration not stated)	·	-14	-3	12	·	9	-1	-30	11	2	-21
CCOC(=O)C1CCN(C(=O)COC(=O)C23CC4CC(CC(C4)C2)C3)CC1	2	-4	0	3	2	-2	2	-11	1	15	3
CCNc1nc(NCC)nc(OCCNS(=O)(=O)c2cc(C)ccc2C)n1	2	11	-1	14	9	-2	4	21	-12	16	-6
COc1ccc(NC(=O)CSc2nc3ccccc3c(=O)n2CCCN2CCOCC2)c(OC)c1	-6	10	5	-8	3	-4	1	0	1	-11	-6
Cn1nnc(NC(=S)NC(=O)c2cccc3ccccc23)n1	-7	5	9	-6	-5	14	29	11	-6	-12	-1
O=S(=O)(NCCSc1nc2ccccc2o1)c1ccccc1	3	-5	-3	4	3	10	7	11	-12	2	-6
Nn1cnnc1SCC(=O)Nc1ccc2c(c1)OCCO2	4	-17	-24	-8	1	-26	-11	-17	25	2	2
CCCOc1ccc(/C=C2\SC(=S)N(CC3CCCO3)C2=O)cc1 (configuration not stated)	0	-10	14	-4	4	-32	3	6	-25	0	5
CC(C)CNC(=S)Nc1ccc(F)cc1	7	0	7	-3	14	-4	-17	3	17	11	-12
CC1CC(C)CN(C(=O)c2cccc(S(=O)(=O)N3c4ccccc4CC3C)c2)C1 (configuration not stated)	-5	-9	6	6	13	0	14	15	19	16	-4
O=C(CCc1c[nH]c2ccccc12)NCc1ccc2c(c1)OCO2	1	5	11	-8	-2	-9	6	-10	-17	17	-2
C/C(=N/NC(=O)CN1CCN(Cc2ccccc2Cl)CC1)c1cccnc1	-2	11	19	-13	7	-26	13	-1	1	-7	-11
COC(=O)C1SCC2C(=O)N(Cc3ccc(Cl)c(Cl)c3)CC(=O)N21 (configuration not stated)	-5	9	14	-12	2	3	22	-21	5	13	-1
CC1CCN(c2ccc(NC(=O)c3ccc(Br)o3)cc2)CC1	-12	-83	-65	39	-33	-19	-88	-66	-4	-28	2
CCn1c(SCC(=O)NC(C)(C)C)nnc1-c1ccncc1	1	4	2	-1	-2	-14	11	-1	3	11	0
Cc1ccc(NC(=O)Cc2c(F)cccc2Cl)cc1S(=O)(=O)N1CCOCC1	5	-9	4	9	3	5	21	-37	-11	17	-5
COc1ccc(NC2=CC(c3ccc(OC)cc3)N(c3ccc(OC)cc3)C2=O)cc1 (configuration not stated)	-10	-15	12	-3	3	-29	-17	-26	2	1	-5
O=C(NCCc1ccccc1)C1CCN(c2nc3ccccc3o2)CC1	3	8	7	7	5	-1	-31	·	-9	·	-7
CN1CCN(c2nc(-c3ccc(Cl)cc3)cc(=O)[nH]2)CC1	4	5	0	-13	10	-3	17	-5	-12	10	2
Cc1ccc(C(O)c2ccncc2)cc1 (configuration not stated)	8	14	-4	-3	-4	5	14	-25	5	0	0
COc1ccccc1CC(=O)N1CCN(c2cccc(Cl)c2)CC1	-10	0	18	2	4	8	-1	27	-2	7	2
C=CCC(O)c1c(-c2ccccc2)nn(C)c1Cl (configuration not stated)	0	-18	-1	1	3	0	-10	-3	10	1	-3
C/C(=N\NC(=O)Cn1ccc(C(F)(F)F)n1)c1ccco1	4	-12	9	-3	-7	-8	-13	-20	3	2	4

Single values from the list.
CCNc1nc(NCC)nc(OCCNS(=O)(=O)c2cc(C)ccc2C)n1 in TROY NFkB inh reads -2
CC1CC(C)CN(C(=O)c2cccc(S(=O)(=O)N3c4ccccc4CC3C)c2)C1 (configuration not stated) in EBV LMP1 NFkB reads 13
CC1(c2ccccc2)NC(=O)N(CC(=O)Nc2ccc([N+](=O)[O-])cc2)C1=O (configuration not stated) in COUP-TFII inh reads 14
Nn1cnnc1SCC(=O)Nc1ccc2c(c1)OCCO2 in NCOA3 inh reads -24
Nc1nc(N2CCN(C/C=C/c3ccccc3)CC2)nc2ccccc12 in C8 TRAIL sens reads -7
CC1CCN(c2ccc(NC(=O)c3ccc(Br)o3)cc2)CC1 in NR5A2 inv ag reads -88

Two of these compounds in a different format.
Results follow in this order: TLR9-MyD88 block, NCOA1 inh, NCOA3 inh, C8 TRAIL sens, EBV LMP1 NFkB, TROY NFkB inh, NR5A2 inv ag, NCOA2 inhibitor, TWEAK-Fn14 inh, COUP-TFII inh, NOD2 RIPK2 PPI
- Cc1ccc(C(O)c2ccncc2)cc1 (configuration not stated)
  8, 14, -4, -3, -4, 5, 14, -25, 5, 0, 0
- COc1ccccc1CC(=O)N1CCN(c2cccc(Cl)c2)CC1
  -10, 0, 18, 2, 4, 8, -1, 27, -2, 7, 2
